Source: PubChem BioAssay
PPARg SRC-2 ag = agonists of PPARg-SRC-2 recruitment, primary screen, biochemical, HTS. AID 1032, 2008. PPARgamma LBD-SRC-2 recruitment. activation, % at 8 µM. Peroxisome proliferator-activated receptor gamma (Homo sapiens), P37231. 0.34% of 200,000 active; in the data active = activation above about 22%;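 note: 0% = vehicle and 100% = reference agonist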
Redox H2O2 prof = compounds producing H2O2 with reducing agent – biochemical, NIH compound library profiling, artefact control for MLSCN library redox annotation, primary screen; DTT-dependent redox cycling H2O2, phenol red/HRP absorbance; 100% = 100 µM peroxide control, 0% = buffer; activation, % at 10 µM; 0.03% of 200,000 active; AID 878, 2007;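 active = activation of at least 50% relative to the plate's high and low controls in the primary single-dose screen; inactive = activation below 50%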;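 note: compound incubated with DTT at 0.8 mM final as the reducing agent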
PPARg SRC-1 ag = PPARgamma agonists recruiting SRC-1 coactivator, primary screen, biochemical; 0.41% of 200,000 active; PPARgamma-SRC-1 coactivator recruitment biochemical assay; Peroxisome proliferator-activated receptor gamma (Homo sapiens), P37231; activation, % at 8 µM; AID 631, 2007; in the data active = activation above about 19%;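 note: 0% = DMSO and 100% = reference agonist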
L major viab = Leishmania major promastigote growth inhibition, primary screen | inhibition, % at 10 µM | 9% of 200,000 active | Leishmania major promastigotes, resazurin fluorescence viability; in the data active = inhibition above about 50%;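 note: promastigotes grown with compound for 44 hours at 28 °C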
bIAP activator = bovine intestinal alkaline phosphatase activators, primary screen, biochemical, bovine IAP, CDP-star luminescence. alkaline phosphatase, intestinal [Bos taurus]. purified bovine IAP, 30 min; hits give high values; fold of DMSO-control signal, blank-subtracted. activation factor at 20 µM. 0.17% of 200,000 active. AID 1016, 2008;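 active = activation factor of 2 or more at 20 µM, a signal rise over negative controls twice the positive control's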
S1P3 antag = S1P3 receptor antagonists, primary screen, cell-based; Sphingosine 1-phosphate receptor 3 (Homo sapiens), Q99500; CHO S1P3 NFAT-BLA reporter, FRET fluorescence, antagonist mode; inhibition, % at 4.98 µM; 0.27% of 170,000 active; AID 485, 2006;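 active = inhibition above the plate cutoff, the mean inhibition of test wells on that plate plus 3 SD, cut at about 28% in these data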;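 note: cells challenged with S1P at its EC80 of 0.8 µM; blue over green emission ratio from cleaved BLA substrate after 4 h stimulation; 0% = S1P-stimulated wells and 100% = unstimulated DMSO-only wells; some compounds past the cut are filed as inactive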
bIAP inhibitor = bovine intestinal alkaline phosphatase inhibitors, primary screen, selectivity assay for TNAP inhibitor project, biochemical, bovine IAP, CDP-star luminescence; purified bovine IAP, 30 min; inhibition, % at 20 µM; 190,000 tested, under 10 active; AID 1019, 2008;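 active = over 50% inhibition of intestinal alkaline phosphatase at 20 µM in the single-dose screen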
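Incubation: 30 min reaction at room temperature / Material: purified bovine intestinal alkaline phosphatase (IAP) enzyme / Input: enzyme at 1/65,000,000 dilution / Dosing: 20 µM single dose / Signal: CDP-star luminescence signal / Reagent: CDP-star chemiluminescent phosphatase substrate, 30 µM final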
SRC2 TRFRET art = TR-FRET signal artefacts, primary screen, artefact control for PPARgamma SRC-2 agonist project, biochemical; TR-FRET artefact counter-screen; hits give high values; 0.4% of 200,000 active; TR-FRET ratio at 8 µM; in the data active = TR-FRET ratio above about 2000; note: inactives centre near 1500
TLR4 MyD88 comp = inhibitors of TLR4-MyD88 association in cells, primary screen, cell-based, HeLa CL3-4, BLA complementation, FRET ratio; Toll-like receptor 4 (Homo sapiens) + Myeloid differentiation primary response protein …; inhibition, % at 8.4 µM; HeLa CL3-4 TLR4/MyD88 BLA complementation; 0.18% of 200,000 active; in the data active = inhibition above about 25%;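 note: 0% = vehicle and 100% = reference inhibitor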
Target sequence (O00206 whole entry, looked up): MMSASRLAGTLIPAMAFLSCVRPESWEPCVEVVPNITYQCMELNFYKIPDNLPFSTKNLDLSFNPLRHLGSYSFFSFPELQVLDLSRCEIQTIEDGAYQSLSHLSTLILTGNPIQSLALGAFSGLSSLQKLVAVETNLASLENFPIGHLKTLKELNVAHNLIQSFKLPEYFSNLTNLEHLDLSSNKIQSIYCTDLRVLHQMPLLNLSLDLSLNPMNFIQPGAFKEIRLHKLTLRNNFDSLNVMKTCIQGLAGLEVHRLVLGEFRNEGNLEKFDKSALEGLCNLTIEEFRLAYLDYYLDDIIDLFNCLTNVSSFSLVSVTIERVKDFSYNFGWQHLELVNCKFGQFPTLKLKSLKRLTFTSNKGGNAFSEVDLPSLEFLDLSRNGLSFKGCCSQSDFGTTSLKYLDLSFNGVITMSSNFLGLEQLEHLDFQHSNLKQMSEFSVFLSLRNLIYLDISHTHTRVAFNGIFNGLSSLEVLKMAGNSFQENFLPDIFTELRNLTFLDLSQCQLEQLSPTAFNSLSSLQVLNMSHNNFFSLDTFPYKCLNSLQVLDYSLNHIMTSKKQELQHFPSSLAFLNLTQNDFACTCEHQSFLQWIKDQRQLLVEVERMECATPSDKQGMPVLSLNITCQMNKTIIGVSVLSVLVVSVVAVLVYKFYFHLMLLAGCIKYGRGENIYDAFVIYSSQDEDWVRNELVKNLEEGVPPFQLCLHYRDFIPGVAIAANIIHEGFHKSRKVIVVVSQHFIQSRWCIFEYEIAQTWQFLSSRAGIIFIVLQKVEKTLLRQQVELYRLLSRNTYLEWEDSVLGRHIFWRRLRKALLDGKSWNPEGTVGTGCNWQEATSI
Target sequence (Q99836 whole entry, looked up): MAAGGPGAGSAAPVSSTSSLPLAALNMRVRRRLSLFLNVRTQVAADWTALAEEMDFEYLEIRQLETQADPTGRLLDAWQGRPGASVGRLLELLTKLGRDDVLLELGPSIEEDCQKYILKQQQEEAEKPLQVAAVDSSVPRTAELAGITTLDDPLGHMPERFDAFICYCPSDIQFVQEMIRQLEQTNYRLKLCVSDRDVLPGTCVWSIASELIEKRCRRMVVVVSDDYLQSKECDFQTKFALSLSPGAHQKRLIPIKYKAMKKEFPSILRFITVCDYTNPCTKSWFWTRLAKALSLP
ROMK primary = ROMK potassium channel modulators, primary screen, cell-based, thallium flux, MLSMR library; ATP-sensitive inward rectifier potassium channel 1 (Homo sapiens), P48048; Tet-inducible ROMK, thallium flux fluorescence; actives lie on both sides; B-score at 10 µM; 2% of 130,000 active; AID 1918, 2009;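 active = signal ratio slope over the read window, or its plate-corrected B-score, at least 3 SD from the plate mean, either direction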;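 note: B-score of the F/F0 ratio slope over 7 to 12 s after thallium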
PPARg SRC-3 ag = PPARgamma agonists recruiting SRC-3 coactivator, primary screen, biochemical. Peroxisome proliferator-activated receptor gamma (Homo sapiens), P37231. activation, % at 8 µM. 0.26% of 200,000 active. biochemical PPARgamma/SRC-3 coactivator recruitment assay. AID 731, 2007; in the data active = activation above about 23%;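 note: 0% = DMSO and 100% = reference agonist; some compounds past the cut are filed as inactive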
* hit, by the source's call; · = no result given. Compounds were not picked by outcome; 11% or so of the library scored in one or more.

SMILES	PPARg SRC-2 ag	Redox H2O2 prof	PPARg SRC-1 ag	L major viab	bIAP activator	S1P3 antag	bIAP inhibitor	SRC2 TRFRET art	TLR4 MyD88 comp	ROMK primary	PPARg SRC-3 ag
C=C1CSc2nc(=O)c3c4c(sc3n21)CCCC4	5	2.0	5	2	0.9	-18	10	1556	-6	-1.3	1
CCOC(=O)c1c(C)[nH]c(C(=O)COC(=O)c2ccccc2NC(=O)c2ccco2)c1C	2	-0.1	12	-1	1.1	-24	-7	1647	-4	-0.58	-3
Cc1nn(CC2CC2)c(=O)n1-c1ccc(F)cc1	9	-1.2	4	-6	1.1	-18	-10	1562	7	-0.43	2
O=C(NCCN1CCOCC1)c1cccnc1SCc1ccccc1Cl	-5	-0.5	-1	1	1	-3	-1	1624	11	-0.25	-4
O=C1CC(c2ccccc2)CC(O)=C1C=NCCCN1CCOCC1 (stereo not given)	-3	2.9	1	-3	1.1	5	-12	1365	-7	·	-6
O=C(CSc1nc(-c2cccs2)cc(C(F)(F)F)n1)Nc1cc(OCC(F)(F)F)cc([N+](=O)[O-])c1	1	-0.1	5	10	1.1	-18	-7	1476	-11	-0.17	5
COc1cc2c(cc1OC)-c1nnc(-c3cccs3)n1C1(CCCC1)C2	-1	-0.1	-3	42	0.9	·	5	1458	-5	·	-10
Cc1occc1C(=O)Nc1cccc(C(=O)NCc2ccccc2)c1	-5	3.0	-2	-1	0.9	3	6	1471	4	·	-6
O=C(OCc1nc2ccccc2s1)[C@@H]1CCCN1S(=O)(=O)c1ccccc1F	5	-0.1	6	-4	1.1	·	-11	1606	1	-1.5	8
CN1C(=O)COc2ccc(C(=O)c3oc4ccccc4c3-c3cnc4c(c3)COc3ccccc3-4)cc21	17	0.2	8	32	1	·	-3	1462	9	-0.12	21
Cc1nn(-c2ccc(Cl)nn2)c(=O)c2ccccc12	3	0.0	0	-3	0.9	-17	9	1553	-2	-0.03	2
O=c1c2ccccc2nc(-c2ccccc2Cl)n1O	-3	-0.4	8	-5	1	-11	-4	1591	-5	2.8*	7

12 entries from above, set out differently:
Each structure is followed by: PPARg SRC-2 ag, Redox H2O2 prof, PPARg SRC-1 ag, L major viab, bIAP activator, S1P3 antag, bIAP inhibitor, SRC2 TRFRET art, TLR4 MyD88 comp, ROMK primary, PPARg SRC-3 ag
> C=C1CSc2nc(=O)c3c4c(sc3n21)CCCC4
    5, 2.0, 5, 2, 0.9, -18, 10, 1556, -6, -1.3, 1
> CCOC(=O)c1c(C)[nH]c(C(=O)COC(=O)c2ccccc2NC(=O)c2ccco2)c1C
    2, -0.1, 12, -1, 1.1, -24, -7, 1647, -4, -0.58, -3
> Cc1nn(CC2CC2)c(=O)n1-c1ccc(F)cc1
    9, -1.2, 4, -6, 1.1, -18, -10, 1562, 7, -0.43, 2
> O=C(NCCN1CCOCC1)c1cccnc1SCc1ccccc1Cl
    -5, -0.5, -1, 1, 1, -3, -1, 1624, 11, -0.25, -4
> O=C1CC(c2ccccc2)CC(O)=C1C=NCCCN1CCOCC1 (stereo not given)
    -3, 2.9, 1, -3, 1.1, 5, -12, 1365, -7, ·, -6
> O=C(CSc1nc(-c2cccs2)cc(C(F)(F)F)n1)Nc1cc(OCC(F)(F)F)cc([N+](=O)[O-])c1
    1, -0.1, 5, 10, 1.1, -18, -7, 1476, -11, -0.17, 5
> COc1cc2c(cc1OC)-c1nnc(-c3cccs3)n1C1(CCCC1)C2
    -1, -0.1, -3, 42, 0.9, ·, 5, 1458, -5, ·, -10
> Cc1occc1C(=O)Nc1cccc(C(=O)NCc2ccccc2)c1
    -5, 3.0, -2, -1, 0.9, 3, 6, 1471, 4, ·, -6
> O=C(OCc1nc2ccccc2s1)[C@@H]1CCCN1S(=O)(=O)c1ccccc1F
    5, -0.1, 6, -4, 1.1, ·, -11, 1606, 1, -1.5, 8
> CN1C(=O)COc2ccc(C(=O)c3oc4ccccc4c3-c3cnc4c(c3)COc3ccccc3-4)cc21
    17, 0.2, 8, 32, 1, ·, -3, 1462, 9, -0.12, 21
> Cc1nn(-c2ccc(Cl)nn2)c(=O)c2ccccc12
    3, 0.0, 0, -3, 0.9, -17, 9, 1553, -2, -0.03, 2
> O=c1c2ccccc2nc(-c2ccccc2Cl)n1O
    -3, -0.4, 8, -5, 1, -11, -4, 1591, -5, 2.8*, 7

The list continues:
SMILES	PPARg SRC-2 ag	Redox H2O2 prof	PPARg SRC-1 ag	L major viab	bIAP activator	S1P3 antag	bIAP inhibitor	SRC2 TRFRET art	TLR4 MyD88 comp	ROMK primary	PPARg SRC-3 ag
CCOC(=O)C1CCN(C(=O)C2CCN(S(=O)(=O)c3c(C)noc3C)CC2)CC1	6	-0.9	6	-3	1	·	4	1637	11	0.98	-3
O=C(CCCN1C(=O)c2ccccc2C1=O)NC1CCCCCC1	-3	0.4	-2	-3	1	·	4	1501	-3	1.2*	-2
CC1(C)Nc2ccc(O)cc2-c2c1ssc2=S	25*	3.4	13	3	0.9	·	9	1836	6	-0.92	28*
Cc1ccc(-c2nn(-c3ccccc3)cc2C(=O)NN2CCN(C)CC2)cc1	4	0.0	-5	6	1.1	-6	-12	1532	-1	2.2	6
CN1CCN(c2ccc(S(=O)(=O)N3CCCCC3)cn2)CC1	2	0.1	-5	18	1	·	4	1573	-5	0.58	1
COc1cccc(Oc2cn[nH]c2-c2ccc(O)cc2O)c1	6	-0.3	-4	75*	1.2	-5	-22	1579	2	·	4
CCCCn1c(SCC(=O)N2CC(=O)Nc3ccccc32)nnc1-c1ccoc1C	-5	1.3	5	-5	1.1	-13	-9	1575	-5	·	15
COCCCn1c2nc3ccccc3nc2c2c(=O)n(-c3ccccc3OC)cnc21	-4	4.4	2	19	0.8	-27	16	1506	4	·	4
CCCc1cc(=O)n2[nH]c(C)nc2n1	-4	-0.2	-1	-2	1	-14	4	1395	7	0.5	-8
CCCCc1n(CC(=O)c2ccc(Cl)cc2)c2ccccc2[n+]1C	-2	-0.2	10	36	1.2	-23	-17	1415	-9	1.3	0
CCN(CC)S(=O)(=O)c1ccc(NC(=O)c2ccccc2N(C)S(C)(=O)=O)cc1	5	0.3	0	-8	0.9	·	6	1469	4	-0.93	-1
CCNc1nc(NCC)nc(OCCNS(=O)(=O)c2cc(C)ccc2C)n1	1	0.8	-4	10	1	·	-2	1654	-6	·	6
N/C(=N\O)c1ccccc1-n1cccc1	3	-1.7	-2	-6	1.1	4	-13	1809	-9	1.6	-2
O=C(CN1C(=O)CCSc2ccccc21)Nc1ccccc1	-1	-2.6	-2	19	1	9	3	1476	13	·	-2
CCCCNCCCOc1cccc(Cl)c1	-9	-2.1	-2	94*	0.9	-45	14	1454	-5	·	3
O=C(CSCSCC(=O)NCC1CCCO1)NCC1CCCO1 (stereo not given)	0	0.4	11	-1	1	-4	-5	1555	-3	-0.74	5
O=C(C1CC(c2ccc(F)cc2)=NO1)N1CCCc2ccccc21 (stereo not given)	5	0.0	-2	0	0.9	·	12	1450	5	-1.4	6
CC(C)CC(NC(=O)C1CCC(C)CC1)C(=O)NCc1ccco1 (stereo not given)	1	-0.4	3	-5	0.9	-2	6	1581	9	0.052	2
C/C(CCN1CCCCc2nc(C)c(C)cc21)=N\OC[C@@H](O)[C@H]1O[C@@H]2OC(C)(C)O[C@@H]2[C@H]1O	8	-0.2	3	-8	0.8	-23	25	1607	-2	0.97	3
COc1cc(Br)c(C(C)NC(=O)c2ccccc2)cc1OC (stereo not given)	1	-3.3	-1	5	1	·	-1	1483	2	·	-5
COCCN(CC(=O)NC1CCCCC1)C(=O)c1csnn1	-2	-8.3	-3	-6	1	·	-4	1627	4	0.49	0
O=C(NC1CCN(Cc2ccccc2)CC1)c1ccc(Cn2c(=S)[nH]c3ccc(N4CCOCC4)cc3c2=O)cc1	-4	-0.1	-9	9	1.2	-14	-22	1459	3	0.19	1
CC1CCCCC1NC(=O)COC(=O)COc1ccc(Cl)cc1 (stereo not given)	1	0.3	0	-5	0.8	·	19	1330	-11	0.2	-5
COCCn1c(-c2ccsc2)nc2c1c(=O)[nH]c(=O)n2CC(C)C	-10	0.5	3	2	1	·	-1	1375	9	-2	-12
Cc1nn(Cc2c(F)c(F)c(F)c(F)c2F)c(C)c1NC(=O)c1ccc(COc2cc(Cl)ccc2Cl)cc1	3	-4.1	6	9	1	·	3	1683	-12	·	3
O=C(COc1ccccc1)Nc1nn[nH]n1	-4	-0.5	1	-5	0.8	-26	23	1526	-9	·	1
CCCn1nc(NS(C)(=O)=O)c2cc3cccc(C)c3nc21	4	-3.2	9	-4	0.9	-14	11	1700	-1	·	5
COc1ccc(-n2c(Cn3nnc4ccccc43)n[nH]c2=S)cc1	-4	-0.4	-12	7	1	-6	-3	1477	2	0.69	3
COc1ccc(/C(O)=C2/C(=O)C(=O)N(CCN(C)C)C2c2cccnc2)cc1OC (stereo not given)	2	-0.9	-4	-7	1.1	-6	-8	1643	-10	0.28	2
CC(=O)OCC1=C(C(=O)O)N2C(=O)[C@@H](NC(=O)Cc3cccs3)[C@H]2SC1	5	0.1	1	-4	0.9	-4	13	1705	4	·	1
COc1cccc(C(CC(=O)NCCN2CCOCC2)NS(=O)(=O)c2ccc(C)cc2)c1OC (stereo not given)	2	2.1	9	-4	1	-15	-3	1672	-1	·	-11
CC(C)NC(=O)NC(=O)COC(=O)c1ccccc1Oc1ccccc1	5	-0.1	0	19	0.9	·	8	1531	-14	0.14	14
